# Source: PubChem BioAssay (The Scripps Research Institute Molecular Screening Center)
# OX1R antag-1 = human HCRTR1 antagonism; O43613; CHO/OX1R cells, Fluo-8 calcium fluorescence, orexin A; inhibition, % at 5 µM; 330,000 tested, 0.43% active; AID 434989;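 active means inhibition above its plate's threshold, mean inhibition of all tested compounds on the plate plus 3 SD, cut at about 37% in these data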;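 further: 0% = orexin A challenge wells and 100% = SB-334867-A antagonist wells; not every result past the cut was called active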
# Target sequence (O43613 whole entry, looked up): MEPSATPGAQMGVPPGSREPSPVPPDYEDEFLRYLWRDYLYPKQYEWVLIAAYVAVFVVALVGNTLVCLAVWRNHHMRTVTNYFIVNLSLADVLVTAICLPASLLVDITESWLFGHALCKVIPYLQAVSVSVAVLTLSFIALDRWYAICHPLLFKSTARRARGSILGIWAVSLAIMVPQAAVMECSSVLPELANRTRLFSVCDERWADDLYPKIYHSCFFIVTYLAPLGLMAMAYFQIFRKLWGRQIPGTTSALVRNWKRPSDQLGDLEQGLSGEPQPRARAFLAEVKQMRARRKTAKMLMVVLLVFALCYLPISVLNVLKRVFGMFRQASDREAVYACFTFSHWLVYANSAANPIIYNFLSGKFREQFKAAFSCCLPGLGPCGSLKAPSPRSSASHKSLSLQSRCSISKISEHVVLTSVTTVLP
# OX1R antag-2 = blocks the human orexin 1 receptor. inhibition, % at 6.6 µM. AID 485270. OX1R-expressing cells, FRET antagonist read-out. 330,000 tested, 1.8% active. O43613; in the data active means inhibition mostly above about 38%, no sharp cut-off; inactive means mostly below about 40%;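 further: 0% = agonist challenge alone and 100% = reference antagonist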
# Active calls of the source: *.
OX1R antag-1	OX1R antag-2	SMILES
-9.5	35.4	COc1cc2c(cc1OC)C(=O)N1[C@H]3c4ccccc4OC[C@@H]3[C@H](c3ccccc3)[C@]1(C)C(=O)N2
-26.0	15.9	CC1C=CCC2C(=O)N(c3cccc(C(=O)NCc4ccccc4)c3)C(=O)C12 (configuration not stated)
2.2	13.1	CC(C)CN(C(=O)COC(=O)c1ccccn1)c1c(N)n(Cc2ccccc2)c(=O)[nH]c1=O
-8.1	20.4	O=C(O)CC1=C(O)C(=O)N(c2ccccc2)C1c1ccc(Cl)cc1 (configuration not stated)
-24.4	45.3	CCCN1C(=O)/C(=C2\SC(N3CCCCC3)=NC2=O)c2ccccc21
5.2	14.4	O=C(O)c1c(Cl)nc2ccccn12
-32.5	7.7	Cc1cc(C(=O)N2CCCC(N3CCN(c4cccc(C(F)(F)F)c4)CC3)C2)no1 (configuration not stated)
-13.8	3.4	CCCCn1c(-c2nn(C)c(C)c2Cl)n[nH]c1=S
-17.5	2.9	O=C(c1csc2c1CCCC2)N1CCN(c2ccc(F)cc2)CC1
-15.2	10.2	COc1ccccc1NC(=O)C(C)OC(=O)c1cccc(-n2cnnn2)c1 (configuration not stated)

OX1R antag-1	OX1R antag-2	SMILES
-6.6	0.1	COC(=O)c1ccc2c(c1)NC1=C(C(=O)CC(C)(C)C1)C(c1ccncc1)N2 (configuration not stated)
-6.8	9.1	CC(NC(=O)NNC(=O)c1ccncc1)(C(F)(F)F)C(F)(F)F
-29.6	2.1	CCCCc1cc(=O)oc2cc(C)cc(OCC(=O)NCc3ccccn3)c12
-8.4	6.9	COc1cc(-c2nnc(COC(=O)CSCC(=O)Nc3cc(C)on3)o2)cc(OC)c1OC
-2.5	-2.2	c1ccc(-c2noc(C3CCC3)n2)nc1
-16.3	15.8	O=C1N=C(N2CCOCC2)S/C1=C/c1ccc(-c2ccc(F)cc2)o1
-20.1	10.8	CCOc1ccccc1C(=O)Nc1ccc(S(=O)(=O)Nc2nccc(C)n2)cc1
-4.2	8.1	Cc1cc(C(=O)OCC(=O)NC2CC2)ccc1[N+](=O)[O-]
-21.8	8.8	CCOc1ccc2nc(SCC(=O)Nc3ccc(S(=O)(=O)N4CCCC4)cc3)c(C)cc2c1
8.5	1.9	O=C1N[C@@H](Cc2ccccc2)COC(=O)[C@H](Cc2ccc(F)cc2)C/C=C\C[C@H]1CC(=O)N(CCO)Cc1ccccc1

OX1R antag-1	OX1R antag-2	SMILES
-16.9	17.4	CCCCCCC1(C)NC(=S)N(c2ccccc2)N1 (configuration not stated)
-7.7	1.5	Cc1noc(C)c1NC(=O)N(C)C[C@@H]1Oc2ccc(NS(=O)(=O)c3c(C)noc3C)cc2C(=O)N([C@H](C)CO)C[C@H]1C
-0.1	56.2	CCN(CC)c1ccc(/C=N/NC(=O)Cc2cccs2)cc1
-18.4	23.6	O=C(NCCc1ccccc1)C1CCC(Cn2c(=O)c3ccccc3n(Cc3cccnc3)c2=O)CC1 (configuration not stated)
-11.3	30.3	O=C(CCC1CCCCC1)NCCN1C2=NC[C@H](Cc3ccc(O)cc3)N2C[C@H]1Cc1ccc(O)cc1
-10.3	32.8	CC1=CN2C(=N)/C(=C/c3ccc(C)o3)C(=O)N=C2S1
-13.6	26.7	CC1CCC(NC(=O)c2ccc(-n3cncn3)c([N+](=O)[O-])c2)CC1 (configuration not stated)
14.8	11.9	CN(C)c1ccc2c(c1)OC(N)=C(C#N)C2c1cccc(F)c1 (configuration not stated)
-25.2	-9.9	O=C(Nc1ccccc1)N1CCC(O)(c2cccc(C(F)(F)F)c2)CC1
5.1	22.8	Cc1ccc(-c2ccc(C(=O)O)[nH]2)cc1

OX1R antag-1	OX1R antag-2	SMILES
-10.8	1.6	COCCNC(=O)c1cc2cc(Cl)cc(Cl)c2oc1=O
-25.2	9.1	c1ccc(-c2cn(C[C@H]3CC[C@@H]([C@@H]4CC[C@H](Cn5cc(-c6ccccn6)nn5)O4)O3)nn2)nc1
-14.3	3.4	Cc1cc(S(=O)(=O)Nc2cccc([N+](=O)[O-])c2)c(C)s1
-13.6	-0.5	O=C(Cc1ccc(Cl)cc1)N1CCN(c2ccccc2)CC1
-18.0	8.7	CCOCCCn1cc(C(=O)c2cc(Br)ccc2O)cc(C#N)c1=O
17.4	74.9*	Cc1ccc2c(c1)C(=NC1CCCCC1)c1cc3ccccc3nc1-2
-8.3	2.4	CCN(CC)S(=O)(=O)c1ccc(C)c(NC(=O)COC(=O)[C@@H]2CCCN2C(=O)c2cccs2)c1
-37.8	18.4	CCCN(CC(=O)Nc1cc(Cl)ccc1Cl)C(=O)c1ccccc1SCC(=O)N1CCCC1
6.5	5.0	Cc1cc(Nc2ccccc2)nc(N2CCN(C(=O)c3ccc4c(c3)OCO4)CC2)n1
2.7	13.3	CC(=O)NS(=O)(=O)c1ccc(N=c2ssc3c2-c2cc(C)ccc2NC3(C)C)cc1

OX1R antag-1	OX1R antag-2	SMILES
-4.9	3.4	Cc1nc(C(=O)NNC(=O)c2cccc(Cl)c2)c(C(F)(F)F)o1
5.8	39.2	O=[N+]([O-])c1ccc(S(=O)(=O)N/N=C/c2ccco2)cc1
-30.0	-7.6	O=C(NC1CCCCC1)C(c1ccccn1)N(C(=O)c1csnn1)C1CCCCC1 (configuration not stated)
-24.2	2.8	CCN1CCN(c2ccc(S(=O)(=O)N3CCCCC3)cc2NC(=O)COc2ccc(Cl)c(C)c2)CC1
-14.1	12.3	Cc1cc(=O)oc2c(C)c(OCC(=O)NCCc3ccc(S(N)(=O)=O)cc3)ccc12
-18.4	17.3	CSc1nnc(Cn2c(=O)sc3ccccc32)n1-c1ccccc1
0.6	3.4	Cc1c(NC(=S)NC(=O)CSc2ccc(Cl)cc2)cccc1C(=O)O
-12.6	-3.5	CC(=O)N1CCc2cc(S(=O)(=O)CCC(=O)N3CCC(C)CC3)ccc21
6.3	1.6	O=C(O)c1ccccc1C(=O)Nc1n[nH]c(=S)s1
-20.2	14.6	Cc1ccc(C(=O)C2C(c3ccc(-c4ccccc4[N+](=O)[O-])o3)NC(=O)NC2(O)C(F)(F)F)cc1 (configuration not stated)

OX1R antag-1	OX1R antag-2	SMILES
-17.4	6.1	Cc1ccc(Cl)cc1N1CCN(S(=O)(=O)c2c(C)[nH]c(=O)[nH]c2=O)CC1
-19.9	12.4	CN1CCCC(C#CC(O)(c2ccccc2)c2ccccc2)C1 (configuration not stated)
-17.8	5.4	O=C(NCCOc1ccccc1)c1n[nH]c(=O)c2ccccc12
-3.1	-0.4	Cc1ccc(-n2cc(C(=O)c3ccc(F)cc3)nn2)cc1Cl
-6.9	7.3	c1ccc(-c2nc(CSc3nnc(-c4cccs4)o3)cs2)cc1
-15.6	14.3	COc1ccc(C2/C(=C(/O)c3ccc(OC(C)C)cc3)C(=O)C(=O)N2CCCN2CCOCC2)cc1 (configuration not stated)
8.5	17.2	O=S(=O)(Nc1cccnc1)c1cccc(C(F)(F)F)c1
-9.6	8.6	CCN1CCN(Cc2ccc(NC(=O)c3cc(NC(=O)c4nccnc4N)cc(OC)c3)cc2C(F)(F)F)CC1
-48.1	13.6	CCCC(CCC)C(=O)NC1CCN(Cc2ccccc2)CC1
-12.2	29.4	CCO[C@@H]1OC(C(=O)N2CCN(Cc3ccc4c(c3)OCO4)CC2)=C[C@H](C2CCCCC2)[C@H]1CCCO

# Structures from the list above containing a cyano group:
OX1R antag-1	OX1R antag-2	SMILES
14.8	11.9	CN(C)c1ccc2c(c1)OC(N)=C(C#N)C2c1cccc(F)c1 (configuration not stated)
-18.0	8.7	CCOCCCn1cc(C(=O)c2cc(Br)ccc2O)cc(C#N)c1=O

# (listing goes on)
OX1R antag-1	OX1R antag-2	SMILES
-16.5	16.4	Cc1cccc(-n2c(C)cc(/C=N\NC(=O)c3cccs3)c2C)c1
-16.5	16.7	COc1ccc(N(C(=O)c2snc(C(N)=O)c2N)C(C(=O)NCC2CCCO2)c2ccc(C)o2)cc1OC (configuration not stated)
-4.8	4.4	COCCNC(=O)c1cn(C)c2ccc(S(=O)(=O)N(C)C3CCCCC3)cc2c1=O
-4.9	15.5	NC(=O)c1ccc(NC(=O)COC(=O)C2CC(=O)N(Cc3ccccc3)C2)cc1 (configuration not stated)
-28.0	4.7	Cc1nc(-c2ccccc2)sc1C1(C)CC(c2cccc([N+](=O)[O-])c2)=NO1 (configuration not stated)
-28.9	13.3	Cn1c(=O)cc(SCC(=O)N2CCN(c3ccccn3)CC2)c2ccccc21
-10.8	14.6	NC(=O)N/N=C/c1cn(-c2ccccc2)nc1-c1ccccc1
-25.2	7.2	Cc1ccc(C(=O)N/C(=C\c2cn(S(=O)(=O)N(C)C)c3ccccc23)C(=O)N2CCCC2)cc1
-9.4	-2.5	COc1ccc([C@@H]2CC=C(C(=O)O)CN2S(=O)(=O)c2ccc(C)cc2)cc1OC
-16.5	20.5	CCOc1ccccc1C(=O)NC(C(=O)NCc1ccccc1OC)C(C)C (configuration not stated)

OX1R antag-1	OX1R antag-2	SMILES
-29.7	20.2	O=S(=O)(c1cccc2cccnc12)N1CCCc2ccccc21
-10.6	6.4	CCC(=O)N/N=C/c1ccc(OS(=O)(=O)c2ccccc2)cc1
-22.8	0.3	O=C(COC(=O)CCc1nc2ccccc2s1)NCc1ccco1
-25.2	14.8	COc1ccccc1C(=O)NCCC(=O)NC(C)CCc1ccccc1 (configuration not stated)
-11.5	-6.5	CC1(C)C(=O)OC(c2cccn2-c2cccc([N+](=O)[O-])c2)C2(CCCCC2)C1=O (configuration not stated)
-19.2	17.7	CNS(=O)(=O)c1cc(NC(=O)c2cnc(SC)n2-c2ccccc2)ccc1C
-13.2	13.9	COc1ccc(-c2nc(CSCC(=O)NC3CCCC3)c(C)o2)cc1OC
-5.2	7.2	COc1ccc(C2CN=NC23CCCc2ccccc2C3=O)cc1 (configuration not stated)
-5.8	10.9	Cc1ccc(NC(=O)Cc2n[nH]c(=O)c3ccccc23)cc1S(=O)(=O)N1CCCCCC1
-14.9	17.3	O=C(NCc1ccco1)C1CCCN1C(=O)Nc1cccc(Cl)c1 (configuration not stated)

OX1R antag-1	OX1R antag-2	SMILES
-0.7	16.3	Cc1ccc(OCC(=O)NCc2ccccn2)cc1
-2.4	3.7	C[C@@H]1COC(=O)[C@@H](Cc2ccc(F)cc2)CC/C=C\C[C@@H](CC(=O)NCCO)C(=O)N1
10.7	5.0	NC(=O)[C@@H]1CC2(CC(c3cccc(NC(=O)COc4ccc(Cl)cc4)c3)=NO2)CN1C(=O)COc1ccc(Cl)cc1 (some centres not stated)
-11.1	10.4	CCCCc1ccc(N2C(=O)[C@@H]3C(CC(N)=O)NC4(C(=O)Nc5ccc(F)cc54)[C@@H]3C2=O)cc1 (some centres not stated)
-11.6	11.4	Cc1cc(C)c(NC(=S)NC(CO)(CO)CO)c(C)c1
-11.6	4.3	CNc1ccc(OC)cc1-n1cnc(-c2ccc([N+](=O)[O-])cc2)c1
-5.9	14.4	Nc1ccc(Sc2cc(Cl)nc(N)n2)cc1
-31.6	-9.8	O=C(O)CCn1c(=O)c2ccccc2c2ccccc2c1=O
-9.2	13.8	COc1ccccc1NC(=S)N1CCN(Cc2ccc3c(c2)OCO3)CC1
-36.0	23.2	CCC1SC2=NC(C)=C(C(=O)OCCOC)C(/C=C/c3ccccc3OC)N2C1=O (configuration not stated)

# 3 compounds already listed, sorted by length of the SMILES, lowest first.
OX1R antag-1	OX1R antag-2	SMILES
-0.1	56.2	CCN(CC)c1ccc(/C=N/NC(=O)Cc2cccs2)cc1
6.5	5.0	Cc1cc(Nc2ccccc2)nc(N2CCN(C(=O)c3ccc4c(c3)OCO4)CC2)n1
8.5	1.9	O=C1N[C@@H](Cc2ccccc2)COC(=O)[C@H](Cc2ccc(F)cc2)C/C=C\C[C@H]1CC(=O)N(CCO)Cc1ccccc1

# The main list resumes with the five entries that preceded the break.
OX1R antag-1	OX1R antag-2	SMILES
-11.6	4.3	CNc1ccc(OC)cc1-n1cnc(-c2ccc([N+](=O)[O-])cc2)c1
-5.9	14.4	Nc1ccc(Sc2cc(Cl)nc(N)n2)cc1
-31.6	-9.8	O=C(O)CCn1c(=O)c2ccccc2c2ccccc2c1=O
-9.2	13.8	COc1ccccc1NC(=S)N1CCN(Cc2ccc3c(c2)OCO3)CC1
-36.0	23.2	CCC1SC2=NC(C)=C(C(=O)OCCOC)C(/C=C/c3ccccc3OC)N2C1=O (configuration not stated)
-0.6	9.4	COc1ccc(N=Cc2ccc[nH]2)cc1
-7.0	3.6	Cc1noc(C)c1S(=O)(=O)N(C)C[C@H]1Oc2ccc(NC(=O)C3CCCCC3)cc2C(=O)N([C@H](C)CO)C[C@@H]1C
-7.0	16.8	Cc1ccc2c(C)ccc(O)c2n1
3.7	7.3	O=C(NS(=O)(=O)Nc1ccc(Br)cn1)c1c[nH]c2ccccc12
-23.0	4.2	Cc1c(C(=O)NC2CCCC2)oc2ccccc12
-1.1	14.7	CC1Sc2n(c3ccccc3[n+]2C)N=C1c1ccccc1 (configuration not stated)
-28.3	87.7*	COc1ccc(NC(=S)Nc2ccc3nsnc3c2)cc1
-32.2	13.0	C#CCOCCOCCOCCNc1nc(N2CCOCC2)nc(N2CCN(C(=O)[C@H]([C@@H](C)CC)n3cc(CCCCN)nn3)CC2)n1
-1.7	17.1	CN(C)CCCn1c2c(c(SCC(=O)Nc3cccc4ccccc34)nc1=O)CCC2
-25.2	-0.4	O=C(c1ccc2c(c1)OCO2)C1CCCN(Cc2cccn2-c2cccnc2)C1 (configuration not stated)

OX1R antag-1	OX1R antag-2	SMILES
2.3	1.0	CCCC(=O)Nc1sc2c(c1C(=O)OCC)CC(C)(C)OC2
-7.3	12.6	CCOC(=O)CCCCC(=O)c1[nH]c(=O)[nH]c1C[n+]1ccccc1
7.0	-2.7	Cc1cc(OC(=O)c2ccccc2Cl)c([N+](=O)[O-])c(=O)[nH]1
15.4	8.5	CNC(=O)C(C)Sc1ccc(S(=O)(=O)N2CCOCC2)cn1 (configuration not stated)
-18.0	5.8	Cc1ncc([N+](=O)[O-])n1CC(=O)Nc1cccc(C(F)(F)F)c1
